FBPA coupling cs – coupling enzyme interference in Giardia aldolase counter-screen | coupling enzyme system counterscreen, AmpLite Red fluorescence | activity change, negative = inhibition, % at 58.2 µM, hits read low | 0.67% of 290,000 active; in the data active = activity change below about -30%; note: % is set by controls: 0 for no effect and ±100 for the full control effect
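Fluorescence at 525 nm excitation and 598 nm emission measured inhibition of the coupled detection system without aldolase. Compounds (at 57.5 uM final) were preincubated 10 min at room temperature with coupling enzyme reagent before a 20 min substrate/AmpLite Red step.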
Tb PFK inh – inhibitors of T. brucei phosphofructokinase; O15648; T. brucei PFK, ADP-Glo luminescence; Potency, µM (highest dose often 57.5 µM), for inactives: at the highest dose activity, negative = inhibition, usual class: inhibitors; 0.17% of 330,000 active; AID 485367;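 note: potency is the fitted concentration of half-maximal effect; 0% = uninhibited 1x PFK enzyme wells and -100% = no-enzyme wells; nearly all actives have a fitted effect of over 60% in size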
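PFK 1.25 nM, F6P 0.5 mM, ATP 0.1 mM, 0.1 M TEA pH 8.0, 5 mM MgCl2, 0.01% Tween20, 0.1% BSA; 45 min RT. ADP-Glo readout. qHTS titration up to 57 uM; curves fitted, compounds curve-classed.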
Giardia killer – Giardia lamblia killing | Giardia lamblia trophozoite viability | activity change, % at 7.66 µM, hits read low | 0.15% of 340,000 active; in the data active = activity change below about -80%; inconclusive = between about -30% and that limit;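 note: parasites exposed to compound for two days anaerobically before the ATP read; % is set by controls: 0 for no effect and ±100 for the full control effect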
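Luminescent ATP signal served as the viability read-out, measured 15-30 min after adding ATP detection reagent to trophozoites that had been incubated with compounds for 48 hrs at 37 deg C anaerobically at 100 cells/well.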
PKM2 act – increases activity of human pyruvate kinase M2; P14618; purified PKM2, Kinase-Glo ATP luminescence, activation; response scale: 0% is enzyme alone, no compound; Potency, µM (doses to about 57.5 µM), inactives show top-dose activation, most hits filed as activators; 0.34% of 260,000 active; AID 1631; note: potency is the fitted concentration of half-maximal effect; % is set by controls: 0 for no effect and ±100 for the full control effect; nearly all actives have a fitted effect of over 55% in size
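Purified hPK-M2 (>95% pure) converted ADP (0.1 mM final) to ATP with 0.5 mM PEP in 50 mM imidazole pH7.2, KCl, MgCl2, Tween 20, BSA; 1 h at room temperature. ATP detected by Kinase-Glo luminescence.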
S-ASM inh – blocks human secretory acid sphingomyelinase | P17405 | placental ASM, HMU-PC fluorogenic substrate, 60 min | Potency, µM (titrated, usually from 57.5 µM), without a hit: at the highest dose activity change, negative = inhibition, most hits filed as inhibitors | 0.006% of 340,000 active; note: potency is the fitted concentration of half-maximal effect
Target sequence (P17405 47-631 limits assumed): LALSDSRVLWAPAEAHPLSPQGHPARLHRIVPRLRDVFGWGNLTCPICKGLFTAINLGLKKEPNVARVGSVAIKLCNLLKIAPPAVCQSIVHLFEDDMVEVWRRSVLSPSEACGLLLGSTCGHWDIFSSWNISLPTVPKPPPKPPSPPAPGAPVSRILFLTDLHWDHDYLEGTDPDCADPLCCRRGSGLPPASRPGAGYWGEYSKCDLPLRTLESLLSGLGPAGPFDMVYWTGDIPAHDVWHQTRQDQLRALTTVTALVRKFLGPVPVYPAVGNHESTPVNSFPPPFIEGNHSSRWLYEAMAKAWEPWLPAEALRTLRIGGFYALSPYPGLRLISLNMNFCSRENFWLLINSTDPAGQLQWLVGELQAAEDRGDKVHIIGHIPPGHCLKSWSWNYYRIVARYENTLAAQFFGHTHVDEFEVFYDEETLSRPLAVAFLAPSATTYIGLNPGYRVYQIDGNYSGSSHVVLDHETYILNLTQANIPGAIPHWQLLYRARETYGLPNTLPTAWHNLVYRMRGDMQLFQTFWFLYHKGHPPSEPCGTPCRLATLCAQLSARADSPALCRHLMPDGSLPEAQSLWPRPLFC
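Human placenta-derived ASM enzyme was preincubated with compound for 10 minutes at room temperature, then given fluorogenic substrate HMU-PC0 (9 uM final) for 60 minutes at 37 °C; a pH 10 stop preceded fluorescence reading at Ex 386/Em 447 nm.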
a7 integrin act – activates integrin-mediated alleviation for muscular dystrophy; alpha7betagal myoblasts, beta-gal FDG fluorescence, 48 h; Potency, µM (titrated, usually from 38.3 µM), for the others: at the highest dose activation, most hits filed as activators; 0.064% of 350,000 active; AID 624291;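 note: potency is the fitted concentration of half-maximal effect; 100% = response of the positive control SU9516; nearly all actives have a fitted effect of over 60% in size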
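alpha7betagal+/- myoblasts (passage 13, 250/well) treated 48 h at 37C with compounds at 1:260 dilution of DMSO stock. Lysed, then beta-galactosidase activity read as FDG fluorescence (ex 480/em 540) after 30 min, with pre-read for autofluorescence.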
PTAP TSG101 blk – blocks PTAP/TSG101 interaction to inhibit HIV-1 budding; Fluorescence polarization, FITC-PTAP peptide / Tsg101 binding; Potency, µM (doses to about 115 µM), for the others: at the highest dose activity change, negative = inhibition, usual class: inhibitors; 340,000 tested, under 10 active; AID 493005; active = well fitted inhibition curve with a large enough effect in the main read-out, with a control signal flat, not every such curve was filed as active; inconclusive = small, poorly fitted or top-dose-only effect, or effect the other way, or a change in a side signal; inactive = no such curve, though single readings can be large or run the other way; note: potency is the fitted concentration of half-maximal effect; % of control where 0% means no effect
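FP read-out: FITC-PTAP peptide, 50 nM final, binding Tsg101 binding domain, 10 uM final; 20 min, r.t.; 10 mM HEPES pH 7.5, 0.15 M NaCl, 0.01% Tween 20, 3 mM EDTA, 0.1 mM TCEP.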
B2AR arrestin – recruits beta-arrestin to the human beta2-adrenergic receptor; P07550; beta-arrestin recruitment to beta2AR, cell-based reporter; Potency, µM (doses to about 46.1 µM), inactives show top-dose activation, hits mostly activators; 0.02% of 330,000 active; AID 492947;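 note: potency is the fitted concentration of half-maximal effect; 0% = DMSO controls and full agonism = EC100 isoproterenol or metaproterenol; nearly all actives have a fitted effect of over 65% in size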
Target sequence (P07550 whole entry, looked up): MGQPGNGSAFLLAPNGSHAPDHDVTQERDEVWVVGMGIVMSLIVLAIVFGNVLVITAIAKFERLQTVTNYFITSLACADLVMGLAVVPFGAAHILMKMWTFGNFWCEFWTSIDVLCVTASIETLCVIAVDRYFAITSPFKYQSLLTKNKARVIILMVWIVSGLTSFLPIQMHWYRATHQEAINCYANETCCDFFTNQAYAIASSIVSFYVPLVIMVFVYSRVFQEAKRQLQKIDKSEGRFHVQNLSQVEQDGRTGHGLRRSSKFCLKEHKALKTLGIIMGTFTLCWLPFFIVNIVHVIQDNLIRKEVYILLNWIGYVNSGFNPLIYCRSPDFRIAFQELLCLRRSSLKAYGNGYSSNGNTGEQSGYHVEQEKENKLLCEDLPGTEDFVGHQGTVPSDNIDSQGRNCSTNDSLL
Chronic BCR inh – inhibitors of chronic active B-cell receptor signaling. 0.05% of 340,000 active. Potency, µM (titrated, usually from 46.1 µM), inactives show at the top dose ratio change, negative = lower green/red ratio, usual class: inhibitors. ABC-DLBCL IkBa-CBG/CBR reporter, luminescence ratio, 4 h; active = well fitted inhibition curve with a large enough effect in the signal ratio, with a control signal flat, not every such curve was filed as active; inconclusive = small, poorly fitted or top-dose-only effect, or effect the other way, or a change in a side signal; the % refers to the signal ratio;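 note: potency is the fitted concentration of half-maximal effect; plate controls were basal doxycycline-induced cells for no effect and cells given 10 µM MG132 for full effect; MG132 reads +100%, hits lower the ratio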
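TMD8 ABC-DLBCL cells carrying doxycycline-inducible green luciferase fused to IkappaBalpha plus unfused red luciferase were exposed to compounds (up to 46 uM) for 4 hrs at 37C. Activity came from the overlap-corrected green/red luminescence ratio.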
GALK inhibitor – blocks human galactokinase activity | 0.007% of 270,000 active | Purified GALK, Kinase-Glo residual ATP luminescence | Potency, µM (titrated, usually from 57.5 µM), inactives show at the highest dose activity change, negative = inhibition, most hits filed as inhibitors | AID 1868 | P51570; note: potency is the fitted concentration of half-maximal effect; % is set by controls: 0 for no effect and ±100 for the full control effect
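5 nM enzyme, 35 uM ATP, 100 uM galactose, 20 mM HEPES pH8.0, 5 mM MgCl2; 1 h RT; residual ATP by Kinase-Glo Plus luminescence, qHTS format.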
Menin MLL FP TR – menin-MLL binding inhibition, Texas Red mutant peptide. 0.23% of 270,000 active. Menin + Texas Red MLL mutant peptide, fluorescence polarization. Potency, µM (top dose mostly 61.6 µM), for inactives: at the top dose FP activity change, negative = inhibition, most hits filed as inhibitors; active = well fitted inhibition curve with a large enough effect in the polarisation, with a control signal flat, not every such curve was filed as active; inconclusive = small, poorly fitted or top-dose-only effect, or effect the other way, or a change in a side signal; inactive = no such curve, though single readings can be large or run the other way; the % refers to the polarisation; note: potency is the fitted concentration of half-maximal effect; % of control where 0% means no effect; many of its hits are not listed in these tables
Numbers without * were called inactive; u = inconclusive; x = not tested or not shown; [ ] = remark or other dose. Unless noted, calls come from the whole dose curve; as a rule, active = well fitted curve in the direction sought with a large enough effect; inconclusive = small, poorly fitted or top-dose-only effect, or another doubt; inactive = no such curve, though single readings can be large; an effect the other way counts as inactive or inconclusive. These rows are one share of the data; rates above refer to the full screens.

SMILES,FBPA coupling cs,Tb PFK inh,Giardia killer,PKM2 act,S-ASM inh,a7 integrin act,PTAP TSG101 blk,B2AR arrestin,Chronic BCR inh,GALK inhibitor,Menin MLL FP TR
CC(=O)N1CCOc2ccc(S(=O)(=O)Nc3cccc(C)n3)cc21,2,-2%,-2,x,0%,4%,2%,0.1%,-3%,3%,-2%
Cc1ccc(/C=N/c2sc3c(c2C#N)CCCCC3)o1,-10,-6%,-10,-4%,-16%,6%,-12%,-0.3%,u,6%,17%
Cc1cc(OCC(=O)N2CCCC2)cc(C)c1Cl,0,15%,-14,1%,3%,11%,-7%,-0.9%,-1%,1%,28%
CCOc1ccc2nc(SC3CC(=O)N(c4cccc(OC)c4)C3=O)sc2c1 (stereo not drawn),0,13%,5,11%,-12%,-52%[inhibitor],-2%,0.0%,-5%,1%,-2%
COc1cc(/C(C#N)=C/c2ccccc2)c([N+](=O)[O-])cc1OC,-8,-1%,-4,21%,-7%,-44%[inhibitor],-7%,-0.3%,u,-2%,u
C=CCNC(=O)c1cccc2c1C(=O)c1ccc(N3CCOCC3)cc1S2(=O)=O,x,5%,0,x,-8%,14%,10%,-0.1%,u,x,x
O=C1C(Cl)=C(N2CCOCC2)C(=O)N1c1cccc(C(F)(F)F)c1,3,0%,-16,-4%[11.5 µM],0%,0%,0%,-0.8%,u,-10%,26%
CC(C)c1nc(NCc2ccccc2)c(C#N)c2c1CCCC2,-3,4%,-1,0%,-2%,-4%,0%,0.1%,22%,-3%,u
CCN(CC(=O)Nc1cc(Cl)ccc1C)C(=O)c1oc2ccc(OC)cc2c1C,x,1%,-22,x,-15%,u,0%,-0.1%,-4%,x,x
Cc1ccc(C)c(N2CCN(C(=O)CCS(=O)(=O)c3ccc4c(c3)CCN4C(=O)C3CC3)CC2)c1,x,0%,3,x,-2%,-24%,-2%,0.2%,1%,4%,x
c1ccc2cc(CSCc3nc4ccccc4[nH]3)ccc2c1,-2,-5%,-7,7%,-1%,12%,-1%,0.0%,-7%,1%,9%
O=C1COc2ccc(C(=O)COc3ccc(Cl)cc3Br)cc2N1,x,-10%,9,x,x,-1%,-3%,-0.3%,u,x,x
Cc1ccc(N(C(=O)CS(=O)CC(=O)Nc2ccc(F)cc2)C(C(=O)NC2CCCCC2)c2ccco2)cc1 (stereo not drawn),5,4%,11,6%,3%,-22%,0%,0.1%,u,-3%,-6%
CC(NC(=O)CCNS(=O)(=O)c1ccc2c(c1)c(=O)n(C)c(=O)n2C)c1ccccc1 (stereo not drawn),3,0%,-11,-3%,4%,u,-12%,-0.2%,2%,-1%,-6%
COc1ccc(OC)c(-n2nnnc2SCC(=O)Nc2cc(C)ccc2OC)c1,-1,0%,-18,1%,1%,-27%,-2%,0.1%,-24%,-2%,-2%
Cc1ccc(-c2csc3nc[nH]c(=O)c23)cc1C,-1,1%,-18,0%,-2%,-19%,-3%,-1.1%,-1%,-1%,-3%
C/C(=N\NC(=O)Cc1csc(N2CCOCC2)n1)c1ccccc1,0,-3%,3,-15%,-1%,-2%,-6%,-0.1%,-35%,0%,-9%
CC(C)C(NC(=O)c1ccc2c(c1)OCO2)C(=O)N/N=C/c1cccs1 (stereo not drawn),1,0%,8,-2%,0%,3%,0%,-0.6%,u,0%,13%
COCCN1CCN(C(=O)C2CCC(=O)N(Cc3ccccc3F)C2)CC1 (stereo not drawn),x,3%,2,-2%,3%,-20%,-2%,-0.8%,u,5%,x
O=C(N/N=C/C=C/c1ccc2c(c1)OCO2)C(O)c1ccccc1 (stereo not drawn),2,1%,-7,5%,-2%,-14%,-2%,0.0%,3%,-1%,x
CC(=O)Nc1ccc(SCC(=O)c2cc(C)n(C)c2C)cc1,4,0%,-11,0%,-1%,-21%,0%,0.0%,-16%,5%,11%
COc1ccc(C2CC(=O)N(CCCN(C)CCc3ccc(OC)c(OC)c3)C2)cc1 (stereo not drawn),-7,3%,-4,-3%,0%,13%,-2%,0.1%,u,-1%,-22%
CC(C)c1ccccc1NC(=O)C1CN(S(=O)(=O)c2ccccc2)CCN1S(=O)(=O)c1ccccc1 (stereo not drawn),0,3%,22,-4%,-4%,11%,3%,-0.7%,12%,-3%,-14%
Cc1nnnn1-c1cccc(C(=O)O)c1,-2,-1%,-17,-2%,3%,8%,-9%,0.0%,-1%,-1%,x
O=C(CNC(=O)c1nc[nH]c1C(=O)N1CCN(c2ccccc2)CC1)OCc1ccccc1,0,-2%,-4,2%,1%,6%,-5%,-0.9%,-13%,x,7%
CCOc1ccccc1NC(=O)N1CCN(S(C)(=O)=O)CC1,0,-8%,7,5%,3%,17%,-4%,0.1%,-13%,-2%,10%
O=C(Nc1nc2ccccc2s1)c1ccccc1,-1,-5%,5,7%,-2%,42%,-8%,-0.2%,x,-1%,u
Cc1cc(NC(=O)CCN2C(=O)/C(=C/c3ccccc3Cl)SC2=S)no1,4,-7%,-10,1%,2%,14%,-1%,2.5%,4%,-4%,1%
Cc1ccc(N=CNc2ccc(C)cc2C)c(C)c1,1,-4%,20,2%,3%,11%,0%,-0.6%,4%,-3%,x
CCOC(=O)COn1c(=O)c(-c2ccc(Cl)cc2)[n+]([O-])c2ccccc21,3,1%,2,x,11%,42%,-5%,-0.2%,7%,x,12%
COc1ccc(N2CCN(C(=O)C(=O)c3c(C)[nH]c4ccccc34)CC2)cc1,x,2%,23,x,-8%,2%,-2%,0.3%,-10%,-2%,x
COc1ccc(C(=O)/C=C/c2ccc(OC)cc2OC)c(O)c1,0,0%,13,0%,-2%,2%,-4%,-0.8%,u,0%,u
CC(=O)Nc1ccc(C(=O)NNC(=O)C2C3CCCCC32)cc1 (stereo not drawn),x,2%,0,1%,0%,-23%,1%,0.2%,5%,-2%,x
O=C(C[n+]1ccccc1)N/N=C/c1ccc(Cl)c(Cl)c1,0,u,25,x,3%,u,0%,-0.1%,0%,9%,-17%
C=CCN1C(=O)C(O)(CC(=O)c2ccc(N)cc2)c2ccccc21 (stereo not drawn),4,3%,-1,2%,8%,-4%,-5%,0.1%,0%,3%,6%[11.7 µM]
O=C(O)c1ccc(C2NCC(c3ccccc3Cl)c3c2[nH]c2ccccc32)cc1 (stereo not drawn),6,0%,2,-2%,46%,31%,-4%,-0.2%,-1%,4%,u
CC1CC(C)CN(C(=O)COC(=O)COc2ccccc2C#N)C1 (stereo not drawn),x,-1%,33[activator],x,-4%,24%,1%,0.0%,0%,x,x
COc1ccccc1NS(=O)(=O)c1ccc(C)c(C(=O)NCC2CCCO2)c1 (stereo not drawn),2,2%,-15,-5%,2%,2%,-1%,-0.3%,0%,1%,0%
Cc1ccc(C(=O)NNC(=O)c2csc(N3CCOCC3)n2)s1,x,0%,-2,x,6%,28%,-4%,-0.1%,-5%,x,x
Cc1cc(C)c(NS(=O)(=O)c2ccc3c(c2)NC(=O)CC(=O)N3)c(C)c1,3,-7%,21,-7%,-4%,7%,-5%,-2.7%,u,1%,1%
O=C1c2cccc3c(Nc4ccccc4Cl)c([N+](=O)[O-])cc(c23)C(=O)N1CCO,2,-7%,5,9%,-23%,-26%,0%,-0.3%,u,-1%,u
O=C(/C=C\c1ccco1)Nc1nc(-c2ccccc2)cs1,5,3%,-6,2%,3%,-14%,-2%,0.4%,9%,1%,u
